SENP8 inh: human SENP8 protease inhibitors, primary screen, biochemical, fluorescence, Nedd8 protein substrate, uHTS | Sentrin-specific protease 8 (Homo sapiens), Q96LD8 | recombinant SENP8 | inhibition, % at 20 µM | AID 602440, 2012 | 360,000 tested, 0.64% active; in the data active = inhibition mostly above about 40%, no sharp cut-off; inactive = mostly below about 27%
Target sequence (Q96LD8 whole entry, looked up): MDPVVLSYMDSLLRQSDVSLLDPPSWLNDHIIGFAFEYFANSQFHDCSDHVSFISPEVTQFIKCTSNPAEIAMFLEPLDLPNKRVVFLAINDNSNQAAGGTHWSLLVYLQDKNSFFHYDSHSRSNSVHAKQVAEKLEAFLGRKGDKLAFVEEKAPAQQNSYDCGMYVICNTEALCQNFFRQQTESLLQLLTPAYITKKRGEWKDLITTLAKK
SENP7 inh: SENP7 protease inhibitors, primary screen, biochemical, luminescence, uHTS; Sentrin-specific protease 7 (Homo sapiens), Q9BQF6; recombinant SENP7, Z-RLRGG-aminoluciferin luminescence, 40 min; inhibition, % at 5 µM; 330,000 tested, 1.5% active; AID 434973, 2010;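 active = inhibition above about 50% at the single test dose, limit read from the data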;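 note: plate controls were DMSO with enzyme for no effect and no enzyme buffer wells for full effect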
Target sequence (Q9BQF6 706-1050 limits assumed): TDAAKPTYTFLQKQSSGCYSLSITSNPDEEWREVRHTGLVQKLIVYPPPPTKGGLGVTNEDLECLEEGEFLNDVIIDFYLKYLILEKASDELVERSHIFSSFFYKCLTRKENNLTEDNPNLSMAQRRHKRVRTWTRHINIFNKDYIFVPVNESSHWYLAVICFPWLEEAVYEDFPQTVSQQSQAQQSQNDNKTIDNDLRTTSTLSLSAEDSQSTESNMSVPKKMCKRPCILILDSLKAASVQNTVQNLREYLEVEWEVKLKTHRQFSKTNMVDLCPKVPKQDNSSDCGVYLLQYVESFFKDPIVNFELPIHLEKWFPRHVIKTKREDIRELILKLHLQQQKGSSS
SENP6 inh: SENP6 protease inhibitors, primary screen, biochemical, luminescence, uHTS | Sentrin-specific protease 6 (Homo sapiens), Q9GZR1 | Recombinant SENP6 catalytic domain, aminoluciferin luminescence | inhibition, % at 10 µM | 330,000 tested, 1.8% active;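 active = inhibition above about 50% at the single tested dose, limit read from the data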;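 note: plate controls were DMSO wells with enzyme for no effect and DMSO wells lacking enzyme for full effect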
GRIN3A LBD mod: binders of NR3A ligand-binding domain, primary screen, biophysical, differential scanning fluorimetry, uHTS. NR3A LBD differential scanning fluorimetry, Tm shift; 0% = protein alone, 100% = glycine-bound protein. Tm shift relative to glycine control, % at 25 µM. 340,000 tested, 2.5% active. AID 1259313, 2017;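 active = melting temperature shift of at least 10% of the positive control shift, at one fixed dose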
HKDC1 inh: HKDC1 hexokinase inhibitors, primary screen, biochemical, fluorescence, uHTS | Q2TB90 | recombinant HKDC1, G6PDH/diaphorase resazurin coupled fluorescence | inhibition, % at 20 µM | 340,000 tested, 0.16% active | AID 493160, 2011;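 active = inhibition above about 35% when tested at 20 µM, limit read from the data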;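 note: plate controls were DMSO wells with enzyme for no effect and DMSO wells lacking enzyme for full effect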
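Assay system – recombinant HKDC1 (HK5) hexokinase enzyme, produced in-house · Input – HKDC1 at 5 µg/mL · Reagent – glucose plus 1 mM ATP as hexokinase substrates · Timing – 90 min reaction incubation at room temperature, dark · Measured by – G6PDH/diaphorase-coupled fluorescence, 1 mM NADP, 100 µM resazurin, 525/613 nm · Benchmarks – DMSO-enzyme wells negative, buffer-substituted wells positive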
ATG4B inhibitor: ATG4B protease inhibitors, primary screen, biochemical, fluorescence, uHTS | 340,000 tested, 0.51% active | AID 504462, 2011 | inhibition, % at 8.33 µM | Cysteine protease ATG4B (Homo sapiens), Q9Y4P1 | ATG4B cleavage of LC3-PLA2, NBD-HPC fluorescence, 1 h; in the data active = inhibition above about 40%
Target sequence (Q9Y4P1 whole entry, looked up): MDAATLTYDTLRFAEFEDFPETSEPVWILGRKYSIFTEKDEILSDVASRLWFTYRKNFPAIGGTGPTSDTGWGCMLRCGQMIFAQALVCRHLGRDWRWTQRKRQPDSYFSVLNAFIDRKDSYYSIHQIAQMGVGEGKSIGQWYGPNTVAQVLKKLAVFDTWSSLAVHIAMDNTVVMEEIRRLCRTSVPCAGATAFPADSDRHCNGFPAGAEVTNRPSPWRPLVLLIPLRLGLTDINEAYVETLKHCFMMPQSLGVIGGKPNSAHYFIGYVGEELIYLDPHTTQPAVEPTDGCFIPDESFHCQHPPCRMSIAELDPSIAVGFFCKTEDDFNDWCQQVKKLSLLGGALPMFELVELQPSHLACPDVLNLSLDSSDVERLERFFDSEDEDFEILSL
PfGluPho inh: PfG6PD enzyme inhibitors, primary screen, biochemical, fluorescence intensity, uHTS; PfGluPho enzyme, NADPH resazurin-diaphorase fluorescence; inhibition, % at 20 µM; 350,000 tested, 0.78% active;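 active = inhibition reaching at least a set limit at 20 µM in the primary screen, cut at about 59% in these data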;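 note: 0% = DMSO wells with substrate and 100% = DMSO wells lacking glucose-6-phosphate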
MPTP inh: mitochondrial permeability transition pore inhibitors, primary screen, biochemical, isolated mouse mitochondria, absorbance | Ca2+ swelling absorbance, 30 min | inhibition, % at 10 µM | 360,000 tested, 1.4% active | AID 602449, 2012;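 active = inhibition of 50% or more, scaled per plate between neutral and stimulator controls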;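 note: 0% = DMSO wells given calcium and 100% = 1 mM EGTA wells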
* marks the source's active call; other numbers are inactive results; nt = not tested or not shown.

SMILES	SENP8 inh	SENP7 inh	SENP6 inh	GRIN3A LBD mod	HKDC1 inh	ATG4B inhibitor	PfGluPho inh	MPTP inh
NC(=O)c1ccc(NC(=O)COC(=O)C(Cc2ccccc2)NC(=O)c2ccccc2)cc1 (stereo unspecified)	-16	-3	1	1	-4	-6	-8	-0.7
CC(O)CNCc1cccc2ccccc12 (stereo unspecified)	14	-7	-6	2	-5	-2	-3	-2.6
CCCn1c(=O)[nH]c(=O)c2c(C(F)(F)F)cc(-c3ccc(C)cc3)nc21	-404	6	0	-1	-4	-6	2	-1.0
C[C@H](CO)N1C[C@H](C)[C@@H](CN(C)S(=O)(=O)c2cn(C)cn2)Oc2c(NS(=O)(=O)c3cn(C)cn3)cccc2C1=O	4	4	-9	0	-2	nt	1	-1.0
CCOC(=O)C(C)Sc1nc(-c2ccco2)cc(C(F)(F)F)c1C#N (stereo unspecified)	-321	-5	-2	-8	5	15	-1	2.2
COc1cccc(NC(=O)Cn2c(SCC(=O)N3CCOCC3)nc3ccccc32)c1	-2	3	-9	1	-11	6	-7	-0.1
CC(=O)Nc1ccc(C(=O)COC(=O)C2CC3CCCC(C2)C3=O)cc1 (stereo unspecified)	8	-2	-4	1	-3	5	1	-0.1
O=C(N/N=C/c1cccc(OC(=O)N2CCOCC2)c1)c1cccs1	6	45	49	1	4	-9	4	1.7
O=S(=O)(c1ccc(SCCOc2ccc(F)cc2)nc1)N1CCCC1	10	7	4	14*	0	7	21	-0.8
CCC/C=C1/CCCOC(C(=O)NCCNCCO)(C(F)(F)F)C1 (stereo unspecified)	8	-3	0	-3	4	-4	-11	-0.6
CC(C)(C)OC(=O)C[C@H]1C/C=C\C[C@@H](CC(=O)N[C@@H](CO)Cc2ccccc2)C(=O)NC[C@H](c2ccccc2)OC1=O	9	2	-22	-2	-2	-5	7	0.5
CN(Cc1cccs1)C(=O)Cn1cnc2ccccc2c1=O	-1	8	2	0	-11	0	-1	-1.9
CCn1c(=O)c2cc(S(=O)(=O)NC3CCCCC3)ccc2n(CC)c1=O	7	9	-16	-2	4	-2	-15	1.8
CCN(CC)C(=O)C1(P(=O)(c2ccccc2)c2ccccc2)CCC1	17	-9	-26	0	-4	3	-14	2.9
COc1cccc(C(=O)NC23CC4CC(CC(C4)C2)C3)c1	4	-2	5	1	2	1	3	-0.3
Cn1cnc(S(=O)(=O)NCc2ccccc2)c1	7	1	-19	1	-11	2	8	14
Cc1cccc(N(CC(=O)N2CCN(c3ccc(F)cc3)CC2)S(C)(=O)=O)c1C	4	-2	-10	-3	-11	-4	-7	-0.8
Cc1ccc2nc(NC(=O)COC(=O)c3ccccn3)sc2c1	4	11	-6	0	-4	-1	5	-1.2
O=C(Nc1nccs1)c1ccc(COc2ccccc2Cl)o1	-8	12	12	-13	-1	0	4	-1.7
O=C(O)CC1SC(=O)N(CC(=O)c2ccccc2)C1=O (stereo unspecified)	10	1	-32	-2	-6	-7	9	0.1
O=C(CSc1nc2ccccc2c(=O)n1Cc1ccco1)Nc1cccc(O)c1	11	4	16	-7	5	-1	-28	1.3
CCCOc1ccc(C(=O)NCC2OCCc3ccccc32)cc1OC (stereo unspecified)	6	-7	-20	-1	-3	9	1	-0.8
CC(C)(CO)CNC(=O)CCc1nnc(CCCc2ccccc2)o1	5	12	-5	-1	-3	3	11	0.0
CCNc1nc(NC(C)C)nc(SCCOc2ccc(C)cc2)n1	14	2	2	-2	-1	0	9	0.2
Oc1c(C(Nc2nccs2)c2ccc(C(F)(F)F)cc2)ccc2cccnc12 (stereo unspecified)	18	nt	nt	-2	-26	5	4	-0.3
O=c1cc(-c2ccccc2)nc2cc(-c3ccc(Br)cc3)[nH]n12	-287	31	30	0	6	4	-22	3.0
Cc1cccc(-n2c(CCc3ccccc3)nnc2SCC(=O)c2ccccc2)c1	16	3	5	-5	7	72*	9	6.9
CC(C)(C)OC(=O)C(C(=O)OC(C)(C)C)c1ccc(Cl)nn1	25	4	3	-3	-5	-9	-10	-0.2
Cc1sc(NC(=O)CCCCC(=O)Nc2sc(C)c(C)c2C(=O)O)c(C(=O)O)c1C	10	-3	-17	-2	4	2	4	-3.5
O=C(O)c1nn(CC(=O)N2CCCCCC2)c(=O)c2ccccc12	18	-10	-11	1	-8	-9	2	-4.7
CC(C)n1cnc2c(NCc3ccccc3)cc(N[C@H](C)CO)cc21	-73	47	-20	-13	20	-22	67*	0.8
NC(=O)c1cc(S(=O)(=O)N2CCN(c3cccc(Cl)c3)CC2)cs1	10	-13	-15	0	-4	0	-5	0.1
O=C1C=C(NCc2ccco2)C2(CCCCC2)O1	19	5	-18	0	-9	-8	-21	-0.3
O=C(N/N=C/c1ccc(N2CCOCC2)o1)c1cccc([N+](=O)[O-])c1	29	10	17	-3	17	-2	70*	0.5
Cc1cccc(C(=O)N2CCCC(CCC(=O)N3CCN(c4ccccn4)CC3)C2)c1 (stereo unspecified)	-22	-4	-7	2	-4	19	4	0.4
Cc1ccc(C(=O)OC(C)C(=O)NCc2ccc3c(c2)OCO3)cc1S(=O)(=O)N1CCOCC1 (stereo unspecified)	0	0	-13	0	-4	0	-7	-0.6
NC(=O)c1ccccc1OCC(=O)NS(=O)(=O)c1ccccc1	7	6	-8	1	-1	-5	-9	-1.0
Cc1cccc(NC(=O)CSCC(=O)NNC(=O)c2ccoc2C)c1	9	-11	-8	-3	-5	7	-11	-1.2
O=C(NCCCN1CCCC1=O)c1cccc(S(=O)(=O)N2CCCCC2)c1	7	-10	-12	5	-7	-3	2	-3.7
Cc1ccc(C)c(CNS(=O)(=O)c2c(C)[nH]c(C)c2C(=O)N2CCCC2)c1	1	8	-2	-3	-6	-4	-1	-1.5
Cc1cc2c(Nc3ccccc3)ncnc2s1	-16	10	-20	2	-1	-1	-5	-1.4
COC(=O)c1ccccc1NC(=O)CCCCCn1nnc2ccccc2c1=O	0	-6	-14	0	-3	6	-3	-0.8
CCOCC(=O)Nc1cccc(NC(C)=O)c1	5	3	-10	0	-4	0	-14	0.7
O=C(Nc1ccc(Cl)cn1)c1ccc(-c2cc(Cl)ccc2Cl)o1	-228	3	-12	16*	-5	5	-13	49
Cc1cc2cc(C(c3nnnn3CC3CCCO3)N3CCCc4ccccc43)c(=O)[nH]c2cc1C (stereo unspecified)	-37	nt	nt	-2	14	-8	-2	10
CN1CCN(C(=S)NC(=O)/C=C/c2cccc3ccccc23)CC1	-8	6	-18	-1	-6	-16	11	-1.9
CCSC(=O)NC12CC3CC(CC(C3)C1)C2	2	-3	-20	-2	-8	-17	1	0.2
COc1ccc(-n2nnnc2CNC(=O)C2CC(=O)N(c3ccc(Cl)cc3)C2)cc1 (stereo unspecified)	4	4	10	nt	-6	2	-3	0.4

Sorted by count of non-hydrogen atoms (lowest first): some entries from above.
SMILES	SENP8 inh	SENP7 inh	SENP6 inh	GRIN3A LBD mod	HKDC1 inh	ATG4B inhibitor	PfGluPho inh	MPTP inh
Cc1cc2c(Nc3ccccc3)ncnc2s1	-16	10	-20	2	-1	-1	-5	-1.4
NC(=O)c1ccccc1OCC(=O)NS(=O)(=O)c1ccccc1	7	6	-8	1	-1	-5	-9	-1.0
Cc1cc2cc(C(c3nnnn3CC3CCCO3)N3CCCc4ccccc43)c(=O)[nH]c2cc1C (stereo unspecified)	-37	nt	nt	-2	14	-8	-2	10

Next results follow:
SMILES	SENP8 inh	SENP7 inh	SENP6 inh	GRIN3A LBD mod	HKDC1 inh	ATG4B inhibitor	PfGluPho inh	MPTP inh
CCN1CCN(C(=S)c2ccc(OCC(=O)NCc3ccccc3)cc2)CC1	17	7	5	9	-3	-7	46	-4.6
CCCCNc1c(-c2ccc(-c3ccc(C(C)=O)cc3)c(OC)c2)nc2cnccn12	-488	-4	-7	-8	6	2	8	0.3
CCn1c(SCC(=O)N2CCCC2)nc2ccccc21	2	-4	3	-2	-14	2	-9	0.6
Cc1c(C(=O)O)sc2nc3n(c(=O)c12)CCC(C)CC3 (stereo unspecified)	12	-16	-43	0	5	-8	-14	0.6
Clc1ccccc1/C=N/Nc1cc(N2CCOCC2)ncn1	9	-12	-11	1	-2	-8	0	-0.2
CN(C)CC1CCC/C(=C\c2ccc(OC(=O)c3ccc(Cl)cc3)cc2)C1=O (stereo unspecified)	2	nt	nt	3	37*	1	31	-2.1
Cc1nn(C)c(N)c1-c1ccccc1	11	-5	-13	-1	-2	-27	-12	-1.8
O=C(O)CCn1c(CO)nc2ccccc21	6	1	-2	-1	-13	-10	5	-1.3
COc1cccc(CN(C(=O)c2ccccc2Cl)C2CCS(=O)(=O)C2)c1 (stereo unspecified)	3	6	9	-6	-2	-4	-1	-2.7
COc1ccc(C)cc1S(=O)(=O)NCc1cccs1	5	0	-13	-2	5	1	18	-1.4
COc1cccc(NC(=S)N2CCN(C(c3ccccc3)c3ccccc3)CC2)c1	10	-4	-7	1	-1	-6	-8	-0.3
CCCOc1ccc(N2CC(C(=O)Nc3ccccc3C(=O)NC)CC2=O)cc1 (stereo unspecified)	-8	0	11	0	-4	-8	-4	0.2
COc1ccc2[nH]cc(C(=O)CN3CCCCC3)c2c1	3	-2	-4	-2	-10	-2	-22	0.2
CC(=O)c1ccc(NC(=O)Nc2cccc3ccccc23)cc1	-24	6	-10	13*	4	-7	-1	9.0
COc1cc(Cl)ccc1OCc1cc(C(=O)N(C)CC2CCCCO2)no1 (stereo unspecified)	10	-1	12	-4	-2	0	1	0.0
C=CCN1C(c2cccc(C(F)(F)F)c2)=CS/C1=C(/C#N)c1nnc(N2CCOCC2)n1-c1ccccc1	25	8	19	-4	-2	50*	13	0.7
CCN(CC)S(=O)(=O)c1ccccc1/C=N\O	8	-3	-1	0	-3	-3	-6	0.6
Cc1ccc(S(=O)(=O)NCCNS(=O)(=O)c2ccc(C)cc2)cc1	7	7	1	-1	5	-9	10	-1.2
O=C(NCc1ccccn1)/C(=C/c1ccco1)NC(=O)c1ccccc1	-7	5	6	-3	-6	-8	10	-0.6
O=C(NC1CCCCC1)c1ccc(S(=O)(=O)c2ccccc2)cc1	14	-2	-12	1	15	-9	0	-0.7
COc1ccc(CNC(=O)C2CCCN2S(=O)(=O)c2ccc(Cl)cc2)cc1 (stereo unspecified)	6	0	-14	nt	-5	-16	-1	-0.1
Cc1cccc(NC(=O)Cn2nnc3ccccc32)c1	3	-8	-15	0	-2	-5	-5	0.3
CN(Cc1nccs1)C(=O)c1cc(COc2cccc3cnccc23)on1	-46	1	-11	0	3	2	-1	41
Cc1c(Cl)cccc1NC(=S)N(Cc1cccs1)C1CCCC1	2	0	0	-2	0	15	10	3.5
C/C(=N\NC(=O)Cn1ccc(C(F)(F)F)n1)c1ccco1	19	-6	17	-1	-6	-12	5	2.9
COc1ccc(Nc2nc3ccccc3c(=O)[nH]2)cc1	-331	2	23	0	-7	0	6	0.9
CS(=O)(=O)c1ccc(S(=O)(=O)N2CCC(CO)(CCCc3ccccc3)CC2)cc1	10	-3	6	-2	-2	-1	8	-0.1
CC1=NN2C(=N)/C(=C\c3cc(C)n(-c4ccc(C)cc4)c3C)C(=O)N=C2S1	-277	2	4	22*	1	-13	-12	8.9

Whole records, quoted from the list.
C/C(=N\NC(=O)Cn1ccc(C(F)(F)F)n1)c1ccco1 as listed: SENP8 inh: 19; SENP7 inh: -6; SENP6 inh: 17; GRIN3A LBD mod: -1; HKDC1 inh: -6; ATG4B inhibitor: -12; PfGluPho inh: 5; MPTP inh: 2.9
COc1ccc(Nc2nc3ccccc3c(=O)[nH]2)cc1 as listed: SENP8 inh: -331; SENP7 inh: 2; SENP6 inh: 23; GRIN3A LBD mod: 0; HKDC1 inh: -7; ATG4B inhibitor: 0; PfGluPho inh: 6; MPTP inh: 0.9

Screening data: PubChem BioAssay, Sanford-Burnham Center for Chemical Genomics

The order is random, and some 6.9% of all compounds hit somewhere here.
